ROC1-CUL1 inh: inhibitors of human ROC1-CUL1 ubiquitin ligase activity; in vitro K48 di-Ub FRET, acceptor:donor ratio, 45 min; actives 0.6% (n = 140,000); inhibition, % at 10 µM; AID 1347404; in the data active = inhibition above about 25%
Target sequence (P62877 whole entry, looked up): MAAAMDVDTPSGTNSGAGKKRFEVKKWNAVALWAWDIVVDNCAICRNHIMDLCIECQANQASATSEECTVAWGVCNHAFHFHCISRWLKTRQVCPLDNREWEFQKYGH
Target sequence (Q13616 whole entry, looked up): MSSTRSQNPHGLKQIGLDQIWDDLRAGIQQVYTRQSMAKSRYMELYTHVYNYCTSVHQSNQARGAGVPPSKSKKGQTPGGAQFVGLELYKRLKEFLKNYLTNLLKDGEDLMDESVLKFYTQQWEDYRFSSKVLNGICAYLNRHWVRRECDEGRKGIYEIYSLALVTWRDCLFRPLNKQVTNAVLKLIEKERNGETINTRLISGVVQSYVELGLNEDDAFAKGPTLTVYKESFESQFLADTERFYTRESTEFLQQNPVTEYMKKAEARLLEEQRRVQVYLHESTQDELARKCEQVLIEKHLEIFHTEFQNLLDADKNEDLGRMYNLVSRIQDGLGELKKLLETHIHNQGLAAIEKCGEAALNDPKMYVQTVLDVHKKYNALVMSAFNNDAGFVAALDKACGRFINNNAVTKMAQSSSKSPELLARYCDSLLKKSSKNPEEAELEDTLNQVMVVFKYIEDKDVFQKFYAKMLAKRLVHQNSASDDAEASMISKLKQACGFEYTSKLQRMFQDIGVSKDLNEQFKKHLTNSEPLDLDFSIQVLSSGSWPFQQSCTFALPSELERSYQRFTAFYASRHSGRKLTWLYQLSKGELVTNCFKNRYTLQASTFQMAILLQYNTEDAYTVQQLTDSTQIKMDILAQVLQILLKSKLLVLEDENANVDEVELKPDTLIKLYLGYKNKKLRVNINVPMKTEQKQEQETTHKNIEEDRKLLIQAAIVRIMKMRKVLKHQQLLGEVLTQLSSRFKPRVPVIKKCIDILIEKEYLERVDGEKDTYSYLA
An asterisk follows results filed as active. This is a subset; rates above refer to the full screens.

CC1Oc2ccc(C(=O)CCC(=O)O)cc2NC1=O (stereo not given) was read as ROC1-CUL1 inh -6.7.
COc1ccc(-c2nc(CNS(=O)(=O)c3ccc(C)cc3)cs2)cc1 was read as ROC1-CUL1 inh -7.2.
`O=C(Nc1sc2c(c1C(=O)NCc1cccnc1)CCCC2)c1cc(=O)c2ccccc2o1` gave ROC1-CUL1 inh -6.9.
O=C1CC(c2nc3ccccc3n2Cc2ccc(F)cc2)CN1c1ccccc1 (stereo not given) was read as ROC1-CUL1 inh 2.9.
Screening COCCNc1nc2nonc2nc1NC1CCN(c2ccccc2)CC1 returned ROC1-CUL1 inh -8.8.
`COc1ccc(NS(=O)(=O)c2ccccc2C)c(OC)c1` gave ROC1-CUL1 inh 0.6.
For CCOC(=O)c1cccc(COC(=O)c2ccc(C)c(NC(C)=O)c2)c1 the results were ROC1-CUL1 inh -9.4.
Cc1nn(-c2ccccc2)c2c1C(c1ccccc1)c1c(ncn3nc(C)c(=O)nc13)O2 (stereo not given) was read as ROC1-CUL1 inh 0.5.
Screening COc1ccc(CNC(=O)c2sc3nc4n(c(=O)c3c2C)CCC4)cc1 returned ROC1-CUL1 inh -6.8.
For O=C1NCCN(CCc2ccccc2)C1CC(=O)N1CCc2sccc2C1 (stereo not given) the results were ROC1-CUL1 inh -1.2.
`Nn1c(SCC(=O)c2ccccc2)nc2sc3c(c2c1=O)CCCC3` gave ROC1-CUL1 inh -5.3.
C=CCN1CC(C(=O)NCc2nc(-c3ccc(NC(=O)c4ccc(COC)o4)cc3)oc2C)CC1=O (stereo not given) was read as ROC1-CUL1 inh -4.9.
`COc1ccccc1-c1nc(-c2ccc(Br)o2)no1` gave ROC1-CUL1 inh 6.8.
O=C(NCC(c1ccc2c(c1)OCO2)N1CCOCC1)c1ccc(F)cc1 (stereo not given) was read as ROC1-CUL1 inh -5.2.
O=C(c1ccc(F)cc1)N1N=C(c2ccccc2)CC1c1ccc2c(c1)OCO2 (stereo not given) was read as ROC1-CUL1 inh -6.0.
`CCOC(=O)CSc1nc2ccc(NC(=O)COc3ccccc3)cc2s1` gave ROC1-CUL1 inh -3.2.
For CSc1nc(Oc2cccc(C)c2)cc(-n2nc(SC)c(C#N)c2N)n1 the results were ROC1-CUL1 inh 8.1.
`S=c1oc2ccccc2n1CN1CCCC1` gave ROC1-CUL1 inh -0.8.
`Cc1cc(C)cc(OCC(=O)Nc2c(C(=O)c3ccccc3)oc3ccccc23)c1` gave ROC1-CUL1 inh -4.8.
Cc1cc(C)c(NC(=O)c2sc3nc(C)cc(C)c3c2NC(=O)c2ccccc2)c(C)c1 was read as ROC1-CUL1 inh 3.1.
Cc1cc2c3ccccc3ccc2c2ccccc12 was read as ROC1-CUL1 inh 0.3.
O=C(/C=C/c1ccc(F)cc1)Nc1nc2n(n1)C(c1ccc(Cl)cc1)CC(c1ccccc1)=N2 (stereo not given) was read as ROC1-CUL1 inh 3.7.
For O=C(NC1CCCCC1)c1ccc(CSc2nc3ccncc3n2Cc2cccc(F)c2)cc1 the results were ROC1-CUL1 inh 2.9.
`O=C(N/N=C/c1ccc(-c2ccc([N+](=O)[O-])cc2)o1)c1ccc(COc2ccc3c(c2)CCC3)cc1` gave ROC1-CUL1 inh 2.8.
`CCOC(=O)N1CCc2c(sc(NCc3ccc(OC)c(OC)c3OC)c2C(=O)Nc2ccc(OC)cc2OC)C1` gave ROC1-CUL1 inh 7.4.
Screening O=C(NCC1(N2CCOCC2)CCCC1)C1CCN(c2ccccc2)C1=O (stereo not given) returned ROC1-CUL1 inh -7.0.
Cc1nc(-c2ccc(Cl)c(Cl)c2)sc1C(=O)O was read as ROC1-CUL1 inh 9.9.
`OCc1ccc(CN2CC[C@@H](N3CCCCCC3)[C@H](O)C2)o1` gave ROC1-CUL1 inh 6.2.
Screening Cc1ccc(S(=O)(=O)N=S(Cc2ccccc2)Cc2ccccc2)cc1 returned ROC1-CUL1 inh 3.2.
COc1cc(C(=S)N2CCOCC2)cc(OC)c1OC(=O)c1ccc2nc(-c3ccccc3)c(-c3ccccc3)nc2c1 was read as ROC1-CUL1 inh -0.6.
O=C(c1ccccc1)c1nn(-c2cccc(Cl)c2)c2nc(-c3ccccc3)cc(=O)n12 was read as ROC1-CUL1 inh -3.5.
For COc1ccccc1CCNc1ncnc2c1nnn2C the results were ROC1-CUL1 inh -13.9.
O=c1cc(CSc2nnnn2-c2ccccc2)nc(Nc2ccc(F)cc2)[nH]1 was read as ROC1-CUL1 inh 3.9.
Screening Cc1ccc(S(=O)(=O)Nc2ccccc2-c2nc3ccccc3n2-c2cc(C(C)(C)C)c(O)c(C(C)(C)C)c2)cc1 returned ROC1-CUL1 inh 7.2.
`C=CCO/N=C(\C)C1C(=O)C=C(c2ccccc2)N(c2ccccc2)C1O` (stereo not given) gave ROC1-CUL1 inh 4.1.
For COc1cccc(CC(C2CCN(C(=O)c3ccc(C)nc3)CC2)N(C)C(=O)c2ccsc2)c1 (stereo not given) the results were ROC1-CUL1 inh 0.5.
For O=c1ccc(-c2ccccc2)nn1Cc1c(F)cccc1Cl the results were ROC1-CUL1 inh 8.6.
For COc1ccc(-c2c3c(nc4sc(C(=O)c5ccccc5)c(N)c24)C(=O)c2ccccc2-3)cc1 the results were ROC1-CUL1 inh 3.0.
CCCN1CCC(N(CC)CCN(C)C)CC1 was read as ROC1-CUL1 inh -1.3.
Screening CCCSc1nc2sc3c(c2c(=O)[nH]1)CCN(Cc1ccccc1)C3 returned ROC1-CUL1 inh 11.5.
Screening Cc1cccc(C(=O)NCCCn2ccnc2)c1 returned ROC1-CUL1 inh -9.8.
Screening Cc1ccc(C)c(S(=O)(=O)N2CCC(C(=O)NC(C)C)CC2)c1 returned ROC1-CUL1 inh 11.4.
Screening O=C(N/N=C/c1cccc(Cl)c1Cl)c1ccc(Br)cc1 returned ROC1-CUL1 inh -0.2.
For CSCCNC(=O)c1cc(COc2ccccc2SC)on1 the results were ROC1-CUL1 inh -4.9.

Grouped by structure, the compounds so far with a thiophene ring, fused or not (9)
`O=C(Nc1sc2c(c1C(=O)NCc1cccnc1)CCCC2)c1cc(=O)c2ccccc2o1` gave ROC1-CUL1 inh -6.9.
Screening COc1ccc(CNC(=O)c2sc3nc4n(c(=O)c3c2C)CCC4)cc1 returned ROC1-CUL1 inh -6.8.
For O=C1NCCN(CCc2ccccc2)C1CC(=O)N1CCc2sccc2C1 (stereo not given) the results were ROC1-CUL1 inh -1.2.
`Nn1c(SCC(=O)c2ccccc2)nc2sc3c(c2c1=O)CCCC3` gave ROC1-CUL1 inh -5.3.
Cc1cc(C)c(NC(=O)c2sc3nc(C)cc(C)c3c2NC(=O)c2ccccc2)c(C)c1 was read as ROC1-CUL1 inh 3.1.
`CCOC(=O)N1CCc2c(sc(NCc3ccc(OC)c(OC)c3OC)c2C(=O)Nc2ccc(OC)cc2OC)C1` gave ROC1-CUL1 inh 7.4.
For COc1cccc(CC(C2CCN(C(=O)c3ccc(C)nc3)CC2)N(C)C(=O)c2ccsc2)c1 (stereo not given) the results were ROC1-CUL1 inh 0.5.
For COc1ccc(-c2c3c(nc4sc(C(=O)c5ccccc5)c(N)c24)C(=O)c2ccccc2-3)cc1 the results were ROC1-CUL1 inh 3.0.
Screening CCCSc1nc2sc3c(c2c(=O)[nH]1)CCN(Cc1ccccc1)C3 returned ROC1-CUL1 inh 11.5.
